Screening data (PubChem BioAssay)
UHRF1 binding – human UHRF1 methylated DNA binding inhibitors. UHRF1 binding to methylated oligo, TR-FRET. inhibition, % at 4.4 µM. 370,000 compounds, 0.75% hits; in the data active means inhibition above about 21%;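 further: UHRF1 SRA domain binding a hemimethylated CpG hairpin DNA probe; 0% = median of test compound wells and 100% = reference inhibitor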
DDE Tn7 FP inh – disrupts Tn7 cyclic peptide binding to fibrin D-Dimer-E complex; P02675; FP displacement of FITC-Tn7 peptide from fibrin DD(E); 0% = median of compound wells per plate; inhibition, % at 8.3 µM; 370,000 compounds, 0.13% hits;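 active means inhibition above the mean of compounds falling within the control limits plus 3 SD of them, cut at about 14% in these data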;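 further: 0% = plate median of compound wells and 100% = 10 µM Aha-Tn7 peptide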
Target sequence (P02675 whole entry, looked up): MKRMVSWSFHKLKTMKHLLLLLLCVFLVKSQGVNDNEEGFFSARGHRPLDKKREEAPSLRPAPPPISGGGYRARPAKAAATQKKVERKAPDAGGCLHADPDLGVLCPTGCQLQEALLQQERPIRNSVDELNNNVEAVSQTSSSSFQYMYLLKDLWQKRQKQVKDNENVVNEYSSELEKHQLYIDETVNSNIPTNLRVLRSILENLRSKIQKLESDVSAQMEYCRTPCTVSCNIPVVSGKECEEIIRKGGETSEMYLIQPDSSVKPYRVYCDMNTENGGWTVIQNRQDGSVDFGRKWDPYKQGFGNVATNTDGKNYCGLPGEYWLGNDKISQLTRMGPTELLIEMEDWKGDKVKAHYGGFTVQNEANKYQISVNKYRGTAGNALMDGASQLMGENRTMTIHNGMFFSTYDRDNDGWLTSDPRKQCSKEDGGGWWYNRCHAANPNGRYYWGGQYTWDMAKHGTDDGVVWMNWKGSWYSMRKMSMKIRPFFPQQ
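Assay system: Human clot-derived fibrin DD(E) complex | Buffer or medium: Tris/NaCl/CaCl2 buffer, pH 7.8 | Repeats: One replicate per compound | Benchmarks: Aha-Tn7 high control | Measure: % inhibition scaled between sample-field median and high-control FP | Schedule: 10 min plus 3 h, room temperature | Signal: Fluorescence polarization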
Tn6 DDE FP – DD(E)-Tn6 binding inhibition, primary FP screen; AID 720509; P02675; 370,000 compounds, 0.21% hits; Fibrin DD(E) TRITC-Tn6 fluorescence polarization displacement; inhibition, % at 8.3 µM;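 active means inhibition above a per-campaign cutoff: mean of compounds within control limits plus 3 SD, cut at about 15% in these data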;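 further: 0% = median of all compound wells on the plate and 100% = blocking peptide control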
KLK7 zymogen act – proKLK7 (human) activation, primary screen | 370,000 compounds, 0.9% hits | AID 652039 | P49862 | purified proKLK7, EDANS-DABCYL substrate fluorescence; 100% is mature enzyme control, 0% vehicle | activation, % at 7 µM;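 active means activation above the mean of all tested compounds plus 3 SD, computed per campaign excluding outliers beyond control limits, cut at about 13% in these data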
ARFGAP1 inhibitor – inhibitors of rat ARFGAP1 | Q62848 | Arfgap1-stimulated ARF1 GTP hydrolysis, GDP FP detection | inhibition, % at 16.5 µM | 360,000 compounds, 0.26% hits | AID 651572;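 active means inhibition above a per-plate limit, mean inhibition of low control wells plus 3 SD, cut at about 25% in these data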;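 further: 0% = DMSO wells with enzyme and 100% = wells lacking Arfgap1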
Target sequence (Q62848 1-136 limits assumed): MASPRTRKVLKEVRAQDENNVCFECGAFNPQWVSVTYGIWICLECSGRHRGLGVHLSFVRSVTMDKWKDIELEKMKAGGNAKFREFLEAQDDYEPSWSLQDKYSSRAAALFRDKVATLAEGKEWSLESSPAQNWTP
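Material: truncated rat Arfgap1 GAP domain; Incubation: compound-enzyme preincubation 20 min, reaction 120 min, detection 60 min, 25 °C; Read-out: percent inhibition of Arfgap1-stimulated GTP hydrolysis; Technique: FP, GDP Alexa 633 tracer displaced from anti-GDP antibody, 620/688 nm; Controls: No-Arfgap1 wells (100%) versus DMSO full-reaction wells (0%); Replication: single well per compound.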
ASAP1 GAP inh – inhibitors of human ASAP1 ArfGAP activity; 360,000 compounds, 0.19% hits; ASAP1-stimulated ARF1 GTP hydrolysis, GDP FP detection; inhibition, % at 16.5 µM; AID 624377; in the data active means inhibition above about 25%;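 further: 0% = vehicle with enzyme and substrate and 100% = no enzyme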
MBD2 DNA inh – blocks human MBD2 binding to methylated DNA | inhibition, % at 4.4 µM | Q9UBB5 | TR-FRET, MBD2 binding to methylated oligonucleotide | 370,000 compounds, 0.31% hits; in the data active means inhibition above about 13%
Target sequence (Q9UBB5 whole entry, looked up): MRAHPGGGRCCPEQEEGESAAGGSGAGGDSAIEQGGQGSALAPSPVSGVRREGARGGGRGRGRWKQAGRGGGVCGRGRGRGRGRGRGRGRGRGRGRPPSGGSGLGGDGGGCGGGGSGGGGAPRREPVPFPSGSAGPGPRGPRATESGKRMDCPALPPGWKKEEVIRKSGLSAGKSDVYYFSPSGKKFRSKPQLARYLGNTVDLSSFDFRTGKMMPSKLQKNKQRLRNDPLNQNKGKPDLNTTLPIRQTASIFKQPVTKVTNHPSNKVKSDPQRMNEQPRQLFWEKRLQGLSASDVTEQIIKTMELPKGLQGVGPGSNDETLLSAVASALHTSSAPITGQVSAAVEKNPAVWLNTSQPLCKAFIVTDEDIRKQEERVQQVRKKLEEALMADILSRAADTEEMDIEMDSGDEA
ADAM17 inh – ADAM17 inhibition, QFRET primary screen. recombinant ADAM17, EDANS/DABCYL FRET peptide cleavage. inhibition, % at 6.95 µM. 370,000 compounds, 0.83% hits;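 active means inhibition above the mean of compounds lying between control limits plus 3 SD, set per campaign, cut at about 8.5% in these data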;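 further: 0% = DMSO-only wells as the low control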
PLCb3 inh – PLC-beta3 (human) inhibition, primary screen; Purified PLC-beta3, fluorogenic substrate, fluorescence; 370,000 compounds, 0.18% hits; inhibition, % at 12.2 µM; in the data active means inhibition above about 11%;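 further: 0% = median of compound wells on plate and 100% = full blocker control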
PLCg1 inh – PLC-gamma1 (human) inhibition, primary screen; purified PLC-gamma1, fluorogenic substrate, fluorescence; inhibition, % at 12.2 µM; 370,000 compounds, 0.84% hits; P19174; in the data active means inhibition above about 9.5%
Active calls of the source: *; / = no result given.

SMILES	UHRF1 binding	DDE Tn7 FP inh	Tn6 DDE FP	KLK7 zymogen act	ARFGAP1 inhibitor	ASAP1 GAP inh	MBD2 DNA inh	ADAM17 inh	PLCb3 inh	PLCg1 inh
O=C(NCc1ccco1)/C(=C/c1cccnc1)NC(=O)c1cccc(Br)c1	-4.6	-3.2	-10.8	-0.4	-2.9	-1.4	-2.5	-4.2	-1.5	-3.7
CCOC(=O)c1c(NC(=O)CSc2nc3c(c(=O)n(C)c(=O)n3C)n2CC)sc(C)c1C	-3.6	6.7	-0.2	1.0	-3.9	-3.3	3.9	-1.2	5.0	2.9
O=Cc1ccccc1-c1cn(CN2C(=O)c3ccccc3C2=O)nn1	-1.8	-3.5	4.9	-0.6	5.0	-13.3	5.1	-3.5	-1.4	1.0
CC(OC(=O)C1=COCCO1)C(=O)Nc1cccc(S(=O)(=O)N2CCOCC2)c1 (stereo not given)	-0.8	-2.2	-1.5	0.3	-7.7	-4.3	-1.2	-3.3	-5.7	0.4
COC(=O)[C@]12C[C@H](CC(=O)N3CCC(c4ccccc4)CC3)C(=O)N(Cc3ccco3)C1=C[C@H](C(C)(C)C)O[C@@H]2C	2.1	-4.7	1.9	0.9	/	/	1.7	4.1	-0.6	-1.3
Cc1ccc(CNC(=O)C(Cc2ccccc2)NS(=O)(=O)c2ccc(Br)s2)cc1 (stereo not given)	1.8	2.8	1.2	0.4	-8.8	-4.1	4.1	3.2	1.0	0.2
CCn1cc2nc(SCC(=O)Nc3ccccc3F)n(Cc3ccccc3)c(=O)c2n1	1.1	-3.0	3.2	0.3	-10.1	3.4	1.3	0.2	-5.5	4.5
O=C(c1cc(Br)c[nH]1)N1CCSCC1	-0.7	-3.1	9.5	1.1	-9.5	13.5	-0.8	-4.4	-1.0	5.8
COC(=O)c1ccc(S(=O)(=O)NCc2ccco2)n1C	2.3	-9.9	-3.9	-0.3	8.3	13.8	-2.6	1.3	-0.8	6.4
Cc1cc([N+](=O)[O-])nn1Cc1ccc(C(=O)N/N=C/c2ccccc2)cc1	0.3	1.3	-6.0	0.1	1.2	-4.3	5.4	-1.7	-1.3	-5.0
COc1cc(NC(=O)c2ccccc2Cl)c(OC)cc1NC(=O)CN1CCCCC1	-2.4	-2.8	5.0	0.5	-5.6	-16.4	-2.3	0.2	4.6	2.5
Cc1nnc2sc(COc3ccccc3)nn2c1=O	-1.6	-0.8	0.6	-0.1	6.5	0.3	2.6	1.3	-2.5	1.5
Cc1ccc(C(=O)NC(=S)Nc2ccc3[nH]c(=O)[nH]c3c2)cc1C	4.4	1.9	-0.1	0.5	16.9	-0.7	-0.6	1.4	-4.0	-2.6
CCc1nc2c(OCc3cccc(OC)c3)cccn2c1N(C)C(=O)c1ccc(OC)cc1	-1.0	6.1	5.5	0.3	9.6	4.9	-2.0	-1.1	-4.6	-4.8
COc1cc(C2Nc3cc(Cl)c(S(N)(=O)=O)cc3S(=O)(=O)N2)cc(OC)c1OC (stereo not given)	2.5	4.5	-0.1	-0.7	3.6	-11.5	-5.0	-6.9	-0.2	-2.0
Cc1cccc(C)c1NC(=O)NC1(C(=O)NCCN2CCOCC2)CCCCC1	-0.5	2.9	4.1	-0.4	-2.1	-0.4	4.8	-4.2	-14.7	-0.8
CCCc1ccc(S(=O)(=O)Nc2ccc(C)c(NS(C)(=O)=O)c2)cc1	6.8	-0.5	0.1	0.1	-1.9	-5.8	-2.9	3.0	-4.8	3.1
COc1ccc(Oc2ccc(N/C=C3\CCCC3=O)cc2)cc1	1.4	3.8	-0.9	-0.4	-2.5	-8.3	2.2	-2.2	-14.5	-12.5
C[C@@H]1CCCCO[C@H](CN(C)C(=O)Nc2ccccc2)[C@@H](C)CN([C@H](C)CO)C(=O)c2cc(NS(=O)(=O)c3cn(C)cn3)ccc2O1	-3.3	1.4	-1.1	-0.5	1.0	2.6	-3.2	-3.6	1.0	1.7
Cn1cccc1C(=O)NNC(=O)COc1ccc(C#N)cc1	-1.0	2.3	0.4	-0.4	7.7	-4.4	5.8	-5.8	-7.3	3.8
COc1ccc(NC(=O)CCC(=O)N/N=C/c2cn(C)nc2C)cc1	-2.3	-7.5	-0.3	0.1	-1.8	-3.3	0.4	-9.3	3.3	1.7
O=C(N/N=C/c1c[nH]c2ccccc12)c1cc(Cl)ccc1O	-1.0	-0.7	-9.2	-0.4	14.7	11.3	4.5	-23.7	-114.4	-79.9
CCOC(=O)C1CCN(Cc2coc3c(Cl)cc(Cl)cc3c2=O)CC1	2.2	9.3	6.6	-0.1	-3.8	-2.9	1.8	-3.1	-1.6	-0.7
C/C(=N\NC(=O)c1nn(C)cc1Br)c1cccc(NC(=O)C2CCCC2)c1	-3.8	0.3	3.5	0.2	11.5	-5.6	-8.7	0.7	5.4	3.3
CCCCC(Sc1nc(C)c(Cc2ccccc2)c(=O)[nH]1)C(=O)O (stereo not given)	-2.3	1.5	-4.7	-0.6	3.9	-10.8	-6.1	-3.0	-7.2	0.7
CC1(C)Cc2c(sc(NC(=O)c3ccco3)c2C(=O)O)CO1	2.2	9.6	-1.2	0.4	7.5	-21.4	3.0	-1.3	-42.5	-32.4
O=C(CC(=O)NN=C1CCCCCC1)NCc1cccnc1	1.7	-1.1	2.1	0.1	2.1	-5.4	-5.2	6.0	6.1	10.4*
Cn1c(=O)[nH]c(=O)c2c1nc(SCCC(=O)O)n2Cc1cccc(Br)c1	1.1	1.5	2.5	0.7	-6.2	6.5	-3.7	-1.8	-4.3	1.6
COc1cccc2cc(C(=O)Nc3ccccc3C)/c(=N/O)oc12	-1.7	7.6	-3.8	0.2	-4.5	1.6	-0.9	-5.2	-15.6	-5.4
CC(=O)Nc1ccc(CN(C)c2c(C)nc3ccc(C(=O)Nc4ccc(Cl)c(Cl)c4)cn23)cc1	-0.2	0.5	-6.3	-0.7	-1.4	20.3	-0.7	2.4	-4.9	2.6
C/C(=N\N(Cc1ccccc1)c1ccccc1)c1ccncc1	2.2	-6.4	5.7	0.8	5.8	-3.7	-3.4	1.9	1.9	7.2
Cn1c(=O)oc2cc(S(=O)(=O)N3CCCC(C(=O)Nc4ccccn4)C3)ccc21 (stereo not given)	0.7	-2.7	0.4	-0.3	-20.8	-1.7	-3.5	-4.5	-1.1	1.0
O=C(CSc1n[nH]c(=O)n1-c1ccccc1)N1CCOCC1	0.9	-2.2	-4.5	0.1	-5.5	9.7	4.8	-5.2	-6.0	0.0
Cc1ccc(C)c(NC(=O)COc2cccc3c2CCN(Cc2ccccc2C)C3=O)c1	3.3	-0.1	5.4	-0.1	9.6	-9.7	3.3	-2.7	-3.3	-2.0
CN(C)CC1CCC/C(=C\c2ccc(OC(=O)/C=C/c3ccccc3)cc2)C1=O (stereo not given)	-0.6	0.1	2.7	0.7	3.2	-9.2	-2.8	-2.0	0.7	-4.2
C(=C\c1ccccc1)/CN1CCN(C(c2ccccc2)c2ccccc2)CC1	1.0	-5.3	-2.3	0.0	-8.3	8.4	-2.0	0.1	0.6	2.6
O=C(Nc1cc(SCCO)cc([N+](=O)[O-])c1)c1ccco1	3.5	0.1	3.4	-0.5	-1.3	-11.2	0.8	-3.6	0.3	-4.3
CC(C)N(Cc1ccccc1)S(=O)(=O)c1ccc2c(c1)NC(=O)CO2	1.4	-4.2	-5.9	0.4	4.8	13.7	1.0	-0.4	-2.9	4.0
CCN1CCN(C(=O)CN2C(=O)COc3ccc(S(=O)(=O)N4CCOCC4)cc32)CC1	0.8	1.4	5.0	0.3	6.5	-6.3	3.1	1.3	-6.7	1.2
Cc1ccc(-c2noc(CCC(=O)N3CCN(c4cc(C)ccc4C)CC3)n2)cc1	-0.8	-4.1	7.8	0.3	-3.1	11.1	3.9	-3.6	-2.1	0.4
FC(F)(F)c1cc(N2CCOCC2)nc(-c2ccccc2)n1	-0.1	0.9	6.8	-1.1	-2.7	-6.2	-3.5	-1.6	2.5	3.0
CC1CN(C(=O)CSc2nc(-c3ccccc3)cs2)CC(C)O1 (stereo not given)	2.2	-6.7	1.9	-0.2	5.6	8.0	-0.5	0.3	4.6	4.2
CCN(CC)S(=O)(=O)c1ccc(OCC2CCCCO2)c([N+](=O)[O-])c1 (stereo not given)	17.1	-2.0	-4.6	-0.5	-1.4	5.7	-2.0	-2.4	-4.0	-0.8
NNC(=O)c1cccc(S(=O)(=O)Nc2cccc(C(F)(F)F)c2)c1	2.0	-11.0	-1.5	0.2	-0.4	-2.3	-4.0	0.4	-16.2	-0.8
O=C(O)CC1S/C(=N/N=C/c2ccc(-c3ccc(Cl)cc3[N+](=O)[O-])o2)NC1=O (stereo not given)	-4.9	7.9	5.0	-0.3	3.1	-7.0	-3.0	1.6	-13.6	-9.7
Cc1ccc(C)c(NC(=O)Cn2nnc(C(=O)NCc3cccs3)c2N)c1	2.8	6.0	1.4	0.6	-4.8	-7.1	-6.5	-0.9	1.3	5.0
CC(=O)Nc1nonc1-c1nc2ccccc2n1C	-0.9	6.7	3.0	0.3	-1.1	9.2	-1.5	-0.1	-8.4	-4.5
Clc1ccc(CSc2nnc(/C=C/c3ccccc3)o2)c(Cl)c1	0.9	-2.7	5.2	0.0	-5.1	-9.9	4.0	-5.6	0.8	-2.2
O=C(c1ccc(NC(=S)NCc2ccc(Cl)cc2)cc1)N1CCCCC1	-1.4	3.0	-4.3	-0.1	10.8	3.8	-1.2	1.5	2.6	-0.6
O=C(c1ccc(Br)c(S(=O)(=O)N2CCOCC2)c1)N1CCN(C/C=C/c2ccccc2)CC1	0.0	4.4	3.7	0.1	-2.7	-6.7	3.1	-6.9	-2.7	-1.5
Cc1cccc(C(=O)OCC(=O)N(C)c2ccccc2)c1C	1.0	2.1	-4.1	-0.2	-2.9	14.6	1.9	-2.3	-4.4	-0.9
C/C(=N\N=C(N)N)c1cccc(Cl)c1	-5.0	2.2	0.2	-0.3	-11.7	-2.8	-1.4	-8.6	2.9	7.4
Cc1c(C(c2cccc(Br)c2)c2c(C)n(C)n(-c3ccccc3)c2=O)c(=O)n(-c2ccccc2)n1C	0.4	3.5	9.4	-0.3	-13.2	2.8	1.0	-0.5	-2.7	0.2

A portion taken from the entries so far:
SMILES	UHRF1 binding	DDE Tn7 FP inh	Tn6 DDE FP	KLK7 zymogen act	ARFGAP1 inhibitor	ASAP1 GAP inh	MBD2 DNA inh	ADAM17 inh	PLCb3 inh	PLCg1 inh
O=C(O)CC1S/C(=N/N=C/c2ccc(-c3ccc(Cl)cc3[N+](=O)[O-])o2)NC1=O (stereo not given)	-4.9	7.9	5.0	-0.3	3.1	-7.0	-3.0	1.6	-13.6	-9.7
Cc1ccc(C)c(NC(=O)Cn2nnc(C(=O)NCc3cccs3)c2N)c1	2.8	6.0	1.4	0.6	-4.8	-7.1	-6.5	-0.9	1.3	5.0
CC(=O)Nc1nonc1-c1nc2ccccc2n1C	-0.9	6.7	3.0	0.3	-1.1	9.2	-1.5	-0.1	-8.4	-4.5
